# IMPase Li cell = IMPase inhibition in cells with lithium potentiation; CHO-M1 cells, IP1 TR-FRET (IP-One), carbachol + lithium; Potency, µM (doses to about 59.4 µM), for the others: at the top dose activity, negative = IMPase inhibition, hits mostly inhibitors; 210,000 tested, 0.35% active;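 note: IP1 builds up when IMPase is blocked and the TR-FRET signal falls; plate controls were basal vehicle for no effect and high inhibitor control for full effect; nearly all actives have a fitted effect of over 50% in size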
#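 CHO cells stably expressing M1 receptor (2000/well, cultured 16–30 h) treated 30 min at 37C with compound plus low lithium. Cytosolic IP1 by TR-FRET (665/620 ratio and 620 channel) after 10 min lysis; AC50 by Hill fit.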
# KinaseGlo FLuc = blocks Kinase-Glo luciferase, a counter-screen artifact | Q27757 | Kinase-Glo luciferase, ATP luminescence, 8 min | Potency, µM (doses to about 38.3 µM), inactives show top-dose activity change, negative = inhibition, hits mostly inhibitors | 200,000 tested, 0.28% active; note: nearly all actives have a fitted effect of over 60% in size
#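 Inhibition of Kinase-Glo luciferase light generation was assessed at 10 uM ATP in pH 7.2 imidazole buffer, with luminescence measured after eight minutes at ambient temperature.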
# * hit, by the source's call; ? = inconclusive; [ ] = remark or other dose. Calls come from the whole dose curve; as a rule, active = well fitted curve in the direction sought with a large enough effect; inconclusive = small, poorly fitted or top-dose-only effect, or another doubt; inactive = no such curve, though single readings can be large; an effect the other way counts as inactive or inconclusive. Unless noted, % is set by controls: 0 for no effect and ±100 for the full control effect; potency is the fitted concentration of half-maximal effect. Some of the compounds tested; rates above refer to the full screens.
(1) CC(C)NC(=O)N1CCCC2(CCN(C(=O)c3ccncc3)CC2)C1
(2) O=C(O)C1CC2(C1)CC(C(=O)O)C2 (centres undefined)
(3) NC(=O)CS(=O)C[C@H](N)C(=O)O (some centres undefined)
(4) S[C@@H]1CCCN(Cc2ccccc2)C1
(5) COc1cccc(Cn2c(=O)c(C)nc3cnc(Oc4cccc(Cl)c4)nc32)c1
(6) C=C1CCO[C@@]2([C@H](O)[C@@](C)(O)CO)NC(=O)[C@]1(O)NC2=O
(7) NNS(=O)(=O)c1cc(C(=O)O)cc(C(=O)O)c1
(8) COc1ccc(C(=O)N2CCC3(CCCN(C(c4ccccc4)c4ccccc4)C3)CC2)cc1
Screen / compound no.,1,2,3,4,5,6,7,8
KinaseGlo FLuc,-1%,-6%[7.66 µM],-3%[7.66 µM],-1%[7.66 µM],-1%,0%[7.66 µM],-3%[7.66 µM],0%
IMPase Li cell,6%,-1%,2%,-3%,21%,-13%,3%,16%

(9) OCCCSCCO
(10) O=C(c1csnn1)N1CCC2(CCN(Cc3cc(C(F)(F)F)cc(C(F)(F)F)c3)CC2)CC1
(11) C[C@@]1(CCOCc2ccccc2)NC(=O)NC1=O
(12) CC(C)(CO[C@H]1C[C@H]2CC[C@@]1(C)C2(C)C)[N+](=O)[O-]
(13) CC(C)(C)c1cc(Br)c(O)c(CN(Cc2cc(C(C)(C)C)cc(Br)c2O)C2CCCCC2)c1
(14) O=C(O)[C@@H]1[C@@H](C(=O)O)[C@@]23CCCC2=C2CC[C@@]3(C(=O)O)[C@@]3(C(=O)O)C[C@@]213
(15) CSc1ncnc2c1ncn2[C@@H]1O[C@@H](CO)[C@H](O)O[C@@H]1O
(16) Cn1cccc1C(=O)N1CCC[C@@]2(CCN(C(=O)Nc3cccc(F)c3)C2)C1
Screen / compound no.,9,10,11,12,13,14,15,16
KinaseGlo FLuc,-2%[7.66 µM],-2%,-2%[7.66 µM],-2%[7.66 µM],-5%[7.66 µM],-4%[7.66 µM],-10%[7.66 µM],0%
IMPase Li cell,7%,13%,5%,-4%,0%,7%,-2%,17%

# A different layout for some results above.
[15] CSc1ncnc2c1ncn2[C@@H]1O[C@@H](CO)[C@H](O)O[C@@H]1O
  KinaseGlo FLuc: -10%[7.66 µM]	IMPase Li cell: -2%

[9] OCCCSCCO
  KinaseGlo FLuc: -2%[7.66 µM]	IMPase Li cell: 7%

[12] CC(C)(CO[C@H]1C[C@H]2CC[C@@]1(C)C2(C)C)[N+](=O)[O-]
  KinaseGlo FLuc: -2%[7.66 µM]	IMPase Li cell: -4%

[13] CC(C)(C)c1cc(Br)c(O)c(CN(Cc2cc(C(C)(C)C)cc(Br)c2O)C2CCCCC2)c1
  KinaseGlo FLuc: -5%[7.66 µM]	IMPase Li cell: 0%

# Later entries.
(17) COC(=O)N1CCC[C@@]2(CCN(C(=O)Nc3ccccc3)C2)C1
(18) O=S(=O)(O)c1ccc(NN(c2c(O)ccc3ccccc23)S(=O)(=O)O)cc1
(19) Cc1ccccc1C(=N)c1ccccc1Cc1cccc2ccccc12
(20) COc1ccc(NC(=O)N2CCC3(CC2)CCN(C(=O)c2cc(C(F)(F)F)cc(C(F)(F)F)c2)CC3)cc1
(21) O=C(c1cc(C(F)(F)F)cc(C(F)(F)F)c1)N1CCC[C@@]2(CCN(Cc3nccs3)C2)C1
(22) COC(=O)N1CCC[C@@]2(CCN(C(=O)Nc3cccc(C#N)c3)C2)C1
(23) CN(C)CN1C(=O)S/C(=C2/C(=O)N(CN(C)C)c3ccccc32)C1=O
(24) COc1ccc(NC(=O)N2CC3(CCN(C(=O)c4cc(C(F)(F)F)cc(C(F)(F)F)c4)CC3)C2)cc1
Screen / compound no.,17,18,19,20,21,22,23,24
KinaseGlo FLuc,-1%,-14%[7.66 µM],-3%[7.66 µM],-1%,-1%,-9%,-3%[7.66 µM],0%
IMPase Li cell,-5%,-4%,0%,14%,9%,0%,10%,-17%

(25) O=C(Nc1cccc(F)c1)N1CC[C@@]2(CCCN(C(=O)c3cc(C(F)(F)F)cc(C(F)(F)F)c3)C2)C1
(26) COc1ccc(C(=O)N2CCC3(CCCN(c4ccncc4)C3)CC2)cc1
(27) c1cc(CNCCN2CCNCC2)ccn1
(28) Cn1c(=O)c2[nH]c(SCCN3CCOCC3)nc2n(C)c1=S
(29) COc1ccc(C(=O)N2CCC3(CC2)CN(C(=O)NC(C)C)C3)cc1
(30) COc1ccccc1CCn1c(=O)c(C)nc2cncnc21
(31) NNC(=O)c1ccc(OCc2nc3ccccc3[nH]2)cc1
(32) CN1CC[C@@]2(CCCN(C(=O)c3cc(C(F)(F)F)cc(C(F)(F)F)c3)C2)C1
Screen / compound no.,25,26,27,28,29,30,31,32
KinaseGlo FLuc,-1%,1%,-5%[7.66 µM],-2%[7.66 µM],-1%,-4%,-4%[7.66 µM],-2%
IMPase Li cell,3%,26%,-6%,3%,-3%,4%,-3%,8%

(33) Cn1c(=O)c(-c2ccc(Cl)cc2)nc2cnc(Oc3ccccc3)nc21
(34) COCC(=O)N1CCC2(CCN(Cc3ccccc3OC)CC2)CC1
(35) N#Cc1ccc(CN2CC3(CCN(C(=O)c4csnn4)CC3)C2)cc1
(36) CC(C)NC(=O)N1CCC2(CC1)CCN(S(=O)(=O)c1ccccc1)CC2
(37) O=C(O)C(F)(F)C(F)(F)C(F)(F)C(F)(F)C(=O)O
(38) COc1cccc(Cn2c(=O)c(-c3ccc(Cl)cc3)nc3cnc(N(C)C)nc32)c1
(39) O=S(=O)(c1ccccc1)N1CCC2(CCCN(Cc3ccncc3)C2)CC1
(40) O=C(O)C1C(C(=O)O)C(C(=O)O)C1C(=O)O (centres undefined)
Screen / compound no.,33,34,35,36,37,38,39,40
KinaseGlo FLuc,-3%,0%,0%,-2%,-4%[7.66 µM],0%,-1%,-2%[7.66 µM]
IMPase Li cell,11µM*,29%,7%,4%,2%,9%,21%,0%

(41) CS(=O)(=O)Nc1ccc(Nc2c3ccccc3nc3ccccc23)cc1
(42) COc1ccc(-n2c(=O)c(-c3cc(F)cc(F)c3)nc3cnc(N4CCNCC4)nc32)cc1
(43) Cn1cccc1C(=O)N1CCC2(CC1)CCN(C(c1ccccc1)c1ccccc1)CC2
(44) O=C(O)CCC(=O)c1ccc(Cl)cc1
(45) CC(C)NC[C@@H](O)c1ccc(O)c2ncccc12
(46) O=C(O)[C@@H]1CCCN1Cc1cc2ccccc2c2ccccc12
(47) COc1cccc(Cn2c(=O)c(CCc3ccccc3)nc3cnc(OC)nc32)c1
(48) CC1(C)N=C(N)N=C(N)N1CCCCc1ccccc1
Screen / compound no.,41,42,43,44,45,46,47,48
KinaseGlo FLuc,-2%[7.66 µM],-9%,2%,-3%[7.66 µM],-5%[7.66 µM],0%[7.66 µM],0%,-9%[7.66 µM]
IMPase Li cell,0%,19%,13%,2%,-3%,-6%,8%,7%

(49) O=c1c[n+](CC[n+]2cc(=O)o[nH]2)[nH]o1
(50) COc1ccc(NC(=O)N2CCCC3(CCN(C(=O)c4cnccn4)CC3)C2)cc1
(51) O=C(c1cc(C(F)(F)F)cc(C(F)(F)F)c1)N1CCC2(CC1)CN(c1ccncc1)C2
(52) O=C(O)C/C(=C\c1ccccc1)C(=O)O
(53) O=C(c1ccncc1)N1CCC[C@@]2(CCN(Cc3ccccc3)C2)C1
(54) CC(C)CN1CCCC2(CCN(C(=O)c3cnccn3)CC2)C1
(55) c1nnc(NCNc2nncs2)s1
(56) O=C(Nc1ccccc1)N1CCCC2(CCN(C(=O)c3cnccn3)CC2)C1
Screen / compound no.,49,50,51,52,53,54,55,56
KinaseGlo FLuc,-7%[7.66 µM],-3%,-1%,-7%[7.66 µM],0%,-1%,0%[7.66 µM],0%
IMPase Li cell,-3%,-13%,-7%,8%,-8%,26%,-5%,5%

(57) OC[C@H](CCc1c[nH]c2ccccc12)c1c[nH]c2ccccc12
(58) CC1(CC(=O)O)O[C@H]2CCCCC[C@H]2O1 (some centres undefined) (tested in a mixture with another compound)
(59) Cc1cc([N+](=O)[O-])c(C)c(Br)c1C
(60) O=c1cnc2cnc(Oc3ccccc3)nc2n1Cc1ccc(F)cc1
(61) Cc1[nH]c(N)nc(=S)c1CCC(=O)O
(62) Cc1cc(=O)[nH]c(/N=C(\N)Nc2ccc(Cl)cc2)n1
(63) C[C@@H]1C[C@H](C)CN(S(=O)(=O)c2cc(Cl)c(Oc3ccc([N+](=O)[O-])cc3Cl)c(Cl)c2)C1
(64) O=C(O)CCCCn1ccc(=O)[nH]c1=O
Screen / compound no.,57,58,59,60,61,62,63,64
KinaseGlo FLuc,-6%[7.66 µM],-6%[7.66 µM],0%[7.66 µM],0%,-2%[7.66 µM],-1%[7.66 µM],-5%[7.66 µM],-2%[7.66 µM]
IMPase Li cell,-15%,-4%,1%,1%,-5%,-7%,-1%,-4%

(65) O=C(O)c1c(Br)c(Br)c(Br)c(Br)c1C1c2ccc(O)cc2Oc2cc(O)ccc21
(66) CC[C@@H]1CC(=O)N(SC[C@H](N)C(=O)O)C1=O
(67) CC(C)CN1CCC2(CC1)CCN(C(=O)c1ccco1)CC2
(68) O=c1cnc2cnc(OCc3ccccc3)nc2n1CCc1ccccc1
(69) Cc1ccnc(NS(=O)(=O)c2ccc(N=[N+]=[N-])cc2)n1
(70) O=C(O)/C=C\C(=O)Nc1cccc2c1-c1ccccc1C2=O
(71) CC(C)(N=NC(C)(C)C1=NCCN1)C1=NCCN1
(72) O=c1c(CCc2ccccc2)nc2cnc(N3CCOCC3)nc2n1C[C@H]1CCCO1
Screen / compound no.,65,66,67,68,69,70,71,72
KinaseGlo FLuc,-19%[7.66 µM],-3%[7.66 µM],1%,-2%,-3%[7.66 µM],-3%[7.66 µM],1%[7.66 µM],-1%
IMPase Li cell,-19%,-1%,32%[activator],0%,-3%,-5%,20%,?

# The last 4 entries of the section above are carried over, then new ones follow.
(69) Cc1ccnc(NS(=O)(=O)c2ccc(N=[N+]=[N-])cc2)n1
(70) O=C(O)/C=C\C(=O)Nc1cccc2c1-c1ccccc1C2=O
(71) CC(C)(N=NC(C)(C)C1=NCCN1)C1=NCCN1
(72) O=c1c(CCc2ccccc2)nc2cnc(N3CCOCC3)nc2n1C[C@H]1CCCO1
(73) COC(=O)[C@@H]1O[C@@H](SCCN)[C@@H](O)[C@H](O)[C@H]1O
(74) CC(C)NC(=O)N1CCCC2(CCN(C(=O)c3cccc(F)c3)CC2)C1
(75) O=C(c1cc(C(F)(F)F)cc(C(F)(F)F)c1)N1CCC[C@@]2(CCN(c3ccncc3)C2)C1
(76) CN(C)c1ncc2nc(CCc3ccccc3)c(=O)n(-c3ccccc3)c2n1
(77) CN(C)Cc1cc(Cl)c(O)c(CN(C)C)c1
(78) O=c1c(-c2ccc(Cl)cc2)nc2cncnc2n1Cc1ccccc1Cl
(79) Clc1cc2c(c(CSC3=NCN(CC4CC4)CN3)c1)OCOC2
(80) CC(C)[C@]1(Cl)CC[C@@H]2[C@]3(C)CCC[C@@](C)(C(=O)O)[C@H]3C[C@H](Cl)[C@@]2(Cl)[C@H]1Cl
Screen / compound no.,69,70,71,72,73,74,75,76,77,78,79,80
KinaseGlo FLuc,-3%[7.66 µM],-3%[7.66 µM],1%[7.66 µM],-1%,-3%[7.66 µM],-1%,0%,1%,-5%[7.66 µM],1%,0%[7.66 µM],-6%[7.66 µM]
IMPase Li cell,-3%,-5%,20%,?,-5%,6%,2%,6%,-2%,11%,-2%,8%

(81) O=C(O)c1ccc2c(c1C(=O)O)C(=O)OC2(c1ccc(O)cc1)c1ccc(O)cc1
(82) CN1CCN(CCCBr)CC1
(83) COCCn1c(=O)c(-c2cn(C)c3ccccc23)nc2cnc(Oc3ccc(OC)cc3)nc21
(84) COc1cc2nncc(SCc3ccc(Cl)c(Cl)c3)c2cc1OC
(85) N=C(N)c1ccc(N=Nc2c(O)ccc3c2[nH]c2ccccc23)cc1
(86) O=C(c1ccncc1)N1CCC2(CC1)CCN(c1ccc(-c3ccccc3)cc1)CC2
(87) CC1(C)CC(=O)C(C(c2cccc(O)c2O)C2C(=O)CC(C)(C)CC2=O)C(=O)C1
(88) COc1ccccc1CN1CC[C@@]2(CCCN(C(=O)c3c(C)noc3C)C2)C1
(89) CC(C)NC(=O)N1CC[C@@]2(CCCN(C(=O)c3ccco3)C2)C1
Screen / compound no.,81,82,83,84,85,86,87,88,89
KinaseGlo FLuc,-6%[7.66 µM],-3%[7.66 µM],-2%,-1%[7.66 µM],-4%[7.66 µM],-2%,-2%[7.66 µM],-1%,-1%
IMPase Li cell,-10%,6%,-4%,-7%,-1%,14%,10%,-1%,-9%
